Screening results from PubChem BioAssay.
MITF TRPM1 inh: MITF TRPM1 promoter inhibition in SK-MEL-5 cells. SK-MEL-5 TRPM1 promoter luciferase, 24 h. inhibition, % at 12.5 µM. 330,000 tested, 0.83% active;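 active means mean inhibition across replicates of 60% or more, whatever share of single replicates reaches that level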; further: values of inactives mirror those of a sister screen read the other way
KKLEB cytotox: reduces viability of KKLEB cystic fibrosis airway cells; KKLEB CF airway cells viability, ATPlite luminescence, overnight; stronger effect = lower value; cells stimulated with P. aeruginosa culture filtrate; activity change (cytotoxicity), % at 5 µM; 360,000 tested, 0.36% active; AID 602141;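 active means corrected activity change at or below -50% at 5 µM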
CF NFkB block: inhibitors of cystic fibrosis induced NF-kB | KKLEB NF-kB-GFP reporter, PAF-induced, GFP fluorescence overnight | inhibition, % at 5 µM | 360,000 tested, 0.86% active | AID 588850;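 active means at least 50% inhibition at 5 µM, scaled per plate between neutral and stimulator controls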;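 further: PAF is a Pseudomonas aeruginosa culture filtrate used as stimulus; plate controls were PAF-stimulated DMSO wells for no effect and unstimulated DMSO wells for full effect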
Peg3 promoter: Peg3 promoter activity inhibition; HeLa PEG-Prom luciferase reporter, luminescence, overnight; inhibition, % at 20 µM; 360,000 tested, 1.7% active; AID 588405;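 active means inhibition of at least 50% at 20 µM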
NR2E3 ag-1: activates human photoreceptor nuclear receptor NR2E3 | Q9Y5X4 | GST-NR2E3/biotin-RetCOR TR-FRET, 1536-well | inhibition of corepressor binding, % at 4.78 µM | 320,000 tested, 0.12% active | AID 2300;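 active means percent inhibition above the cutoff of mean plus 3 SD of all tested compounds, set per screening campaign, cut at about 20% in these data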;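 further: 0% = DMSO wells and 100% = biotin wells as full block of FRET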
Target sequence (Q9Y5X4 whole entry, looked up): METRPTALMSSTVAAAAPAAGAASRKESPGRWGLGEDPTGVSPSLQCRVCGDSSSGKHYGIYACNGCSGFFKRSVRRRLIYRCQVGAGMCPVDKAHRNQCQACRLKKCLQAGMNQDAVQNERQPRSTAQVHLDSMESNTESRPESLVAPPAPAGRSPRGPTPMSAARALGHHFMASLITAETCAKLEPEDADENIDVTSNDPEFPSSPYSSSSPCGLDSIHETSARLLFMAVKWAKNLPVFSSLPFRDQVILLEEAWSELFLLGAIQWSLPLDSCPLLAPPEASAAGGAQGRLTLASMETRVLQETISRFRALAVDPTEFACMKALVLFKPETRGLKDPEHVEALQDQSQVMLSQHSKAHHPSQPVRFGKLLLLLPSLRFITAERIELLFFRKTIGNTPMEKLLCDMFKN
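Format: 1536-well format; test system: GST-NR2E3 and biotin-RetCOR proteins; read-out basis: percent inhibition of TR-FRET ratio; timing: 5 h incubation at 4 °C; detection: time-resolved FRET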
PDI inh: PDI (human) enzyme inhibition | P07237 | PDI insulin aggregation turbidity, A650, 90 min | inhibition, % at 10 µM | 350,000 tested, 0.052% active | AID 588391;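 active means mean inhibition across replicates of 30% or more, whatever share of single replicates reach that level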;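 further: absorbance from insulin aggregation driven by PDI reduction with DTT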
Target sequence (P07237 whole entry, looked up): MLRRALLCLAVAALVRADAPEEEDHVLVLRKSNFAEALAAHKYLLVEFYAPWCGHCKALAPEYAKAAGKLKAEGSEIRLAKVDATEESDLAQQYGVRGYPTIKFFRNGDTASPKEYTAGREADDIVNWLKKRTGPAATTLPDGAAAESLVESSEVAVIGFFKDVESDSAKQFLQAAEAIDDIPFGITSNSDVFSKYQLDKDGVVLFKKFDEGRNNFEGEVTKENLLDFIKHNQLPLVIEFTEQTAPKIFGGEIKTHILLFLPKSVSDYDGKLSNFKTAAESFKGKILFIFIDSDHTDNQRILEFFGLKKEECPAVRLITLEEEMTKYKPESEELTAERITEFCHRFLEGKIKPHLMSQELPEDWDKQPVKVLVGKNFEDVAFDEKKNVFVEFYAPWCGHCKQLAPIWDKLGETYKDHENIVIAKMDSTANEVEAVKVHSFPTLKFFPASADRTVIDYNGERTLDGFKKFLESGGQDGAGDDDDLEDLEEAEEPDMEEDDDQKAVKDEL
NR2E3 ag-2: human photoreceptor-specific nuclear receptor agonism; AID 602229; Q9Y5X4; 360,000 tested, 0.35% active; inhibition of corepressor binding, % at 3.98 µM; CHO-S Gal4-NCOR/VP16-NR2E3 two-hybrid, luciferase;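 active means inhibition above the mean of all tested compounds plus 3 SD, cut at about 70% in these data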;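 further: 0% = DMSO with NR2E3 transfected cells and 100% = cells lacking NR2E3 construct; higher means lower luciferase signal from less NR2E3 corepressor binding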
CaV13 FRET inh: Disruptors of the CACNA1D IQ motif to Ca2+-dependent inactivation inhibitor domain association, primary screening, Förster resonance energy transfer in intact living …; HEK cells, CFP/YFP FRET ICDI-IQ, plate reader, 10 min; percent FRET-ratio fall versus neutral wells; inhibition, % at 12.3 µM; 340,000 tested, 0.098% active;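 active means mean replicate inhibition of at least 30% and at least 1% of replicates passing that level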;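 further: 0% = median of the neutral control wells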
Shn3 inh set2: reduces Shn3 3'UTR luciferase signal in osteoblasts | Clone20 osteoblast Shn3 3'UTR firefly luciferase, 24 h | inhibition, % at 12.5 µM | 360,000 tested, 0.52% active | AID 588674;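 active means mean inhibition of at least 75% with every replicate also reaching 75%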;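 further: 0% = median of neutral control wells and 100% = pilot-screen positive control compound; some compounds past the cut are filed as inactive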
HIF-2a inh: blocks HIF-2a reporter activity; 786-0 RCC cells HIF-2a reporter, luciferase luminescence, overnight; inhibition, % at 18.8 µM; 360,000 tested, 0.72% active; AID 624352;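 active means inhibition of the luminescence signal of 40% or more relative to plate controls, in a single-dose primary screen at 18.75 µM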
Vif inh: HIV Vif inhibition. AID 602346. HEK293T cells, Vif self-association by quenched fluorescence, imaging, 24 h. 340,000 tested, 0.35% active. inhibition, % at 7.49 µM; in the data active means inhibition above about 50%, passing the limit was not always enough; further: some results filed as inactive read as strong as hits
Starred values were filed as active, the others as inactive; . = not tested or not shown.

SMILES	MITF TRPM1 inh	KKLEB cytotox	CF NFkB block	Peg3 promoter	NR2E3 ag-1	PDI inh	NR2E3 ag-2	CaV13 FRET inh	Shn3 inh set2	HIF-2a inh	Vif inh
CCCNC(=O)C1(C)CCCN(C(=O)c2cccc(OC(C)=O)c2C)C1 (stereo unspecified)	.	2.3	-19.6	-1.7	.	-7.4	11.9	-6.2	-8.8	2.1	-5.3
COc1ccc(S(=O)(=O)N2N=C(c3ccc(NS(C)(=O)=O)cc3)CC2c2ccco2)cc1 (stereo unspecified)	5.9	-4.7	2.0	20.0	3.9	-5.7	4.2	-17.9	24.0	7.7	-4.7
Cc1ccc(S(=O)(=O)c2ccc(Cl)cc2)cc1S(=O)(=O)NC(C)C(=O)O (stereo unspecified)	-3.0	-2.6	1.3	10.8	-1.6	-4.4	16.6	-19.1	-12.4	6.2	-3.9
COCCNc1nc(Nc2ccccc2Cl)c2sc(-c3ccccc3)cc2n1	.	-5.3	3.5	5.8	.	-7.3	-26.8	-9.5	-4.2	-20.1	-2.2
C=CCN1C(=O)[C@@H]2Cc3c([nH]c4ccccc34)C(c3ccc(O)cc3)N2C1=S (stereo partly specified)	8.4	10.1	-159.3	15.5	-0.5	-0.7	-12.8	.	-5.9	10.2	-1.5
CCOc1ncccc1C(=O)NC(C)CCc1ccccc1 (stereo unspecified)	2.1	-9.5	17.6	17.7	.	-8.5	8.4	-17.2	27.1	14.5	-6.0
O=C(CCC1CCCC1)Nc1ccc([N+](=O)[O-])cn1	-41.8	-1.8	6.4	-106.7	-0.6	6.3	-39.9	-4.1	-20.2	-121.6	14.2
COc1cc([C@@H]2C[C@H]3CN(c4ccccc4)C(=O)[C@]34CCCN24)cc(OC)c1OC	7.8	7.5	0.7	86.9*	-0.7	-5.5	16.1	-16.7	8.4	6.0	-1.1
O=C1CC(N2CCC(c3nc4ccccc4o3)CC2)C(=O)N1Cc1cccs1 (stereo unspecified)	0.4	6.5	-0.6	16.7	0.9	12.6	-6.2	-6.1	14.5	0.8	-6.1
COc1ccccc1NC(=O)Cn1cnc2sc(C(=O)NCc3ccco3)c(C)c2c1=O	0.1	-4.2	-2.2	15.7	-15.4	10.3	-20.5	-0.1	-10.8	24.5	-6.0
CCc1nnc(NC(=O)c2ccc(S(=O)(=O)N3CCCC(C)C3)cc2)s1 (stereo unspecified)	-1.8	-5.3	0.5	1.0	4.1	1.9	7.9	-3.2	-24.1	16.2	4.5
Cc1ccc(C2CC(=O)Nc3c2ccc2ccccc32)cc1[N+](=O)[O-] (stereo unspecified)	-0.7	2.4	-6.2	18.6	2.9	1.1	-14.8	-5.5	7.7	25.1	-11.7
COc1ccc(Cl)c(N2CCN(CCCNC(=O)Nc3ccc(C)cc3)CC2)c1	3.8	3.3	10.3	12.5	0.5	7.6	-10.8	-1.3	22.2	13.4	-5.5
COc1ccc(NC(=O)c2ccc3nccnc3c2)cc1	-64.1	3.2	3.0	-243.1	1.8	-1.6	-107.2	-6.4	-52.9	-218.8	6.4
c1ccc(C(c2ccccc2)N2CCN(Cc3nnnn3C3CCCCC3)CC2)cc1	4.7	2.2	9.5	15.0	2.3	3.9	-30.7	-3.6	-69.6	4.5	-3.3
O=C(OCC(=O)N1CCN(c2ccccc2)CC1)c1cc(F)c(F)cc1Cl	.	6.7	-2.5	0.6	.	-2.5	11.3	-4.9	-3.9	7.9	.
COc1cc2cc(C(c3nnnn3C3CCCC3)N(C)C3CCCCC3)c(=O)[nH]c2cc1OC (stereo unspecified)	10.6	9.5	-8.5	16.9	1.6	-7.3	-3.0	-7.0	19.1	20.1	2.1
CCCC(C(=O)NC(C)(C)C)N(CC1CCCO1)C(=O)c1snc(C(N)=O)c1N (stereo unspecified)	-2.7	-14.6	13.8	14.6	0.5	-1.1	-4.9	-1.0	-8.3	14.2	-3.2
Cc1cc(NC(=O)CSCC(=O)Nc2ccc(Cl)c(C(F)(F)F)c2)no1	-3.1	-11.4	-7.0	15.7	-3.0	6.5	-1.1	-6.0	-8.3	-2.4	-3.4
COC(=O)[C@@H]1CCCN1C(=O)CCc1nnc(C2CCCCC2)o1	-11.4	9.5	-2.1	-15.1	2.7	13.8	-12.1	-4.2	7.0	-9.6	5.8

Ordered by count of non-hydrogen atoms (lowest first): some entries from above
SMILES	MITF TRPM1 inh	KKLEB cytotox	CF NFkB block	Peg3 promoter	NR2E3 ag-1	PDI inh	NR2E3 ag-2	CaV13 FRET inh	Shn3 inh set2	HIF-2a inh	Vif inh
COc1ccc(NC(=O)c2ccc3nccnc3c2)cc1	-64.1	3.2	3.0	-243.1	1.8	-1.6	-107.2	-6.4	-52.9	-218.8	6.4
COC(=O)[C@@H]1CCCN1C(=O)CCc1nnc(C2CCCCC2)o1	-11.4	9.5	-2.1	-15.1	2.7	13.8	-12.1	-4.2	7.0	-9.6	5.8
Cc1cc(NC(=O)CSCC(=O)Nc2ccc(Cl)c(C(F)(F)F)c2)no1	-3.1	-11.4	-7.0	15.7	-3.0	6.5	-1.1	-6.0	-8.3	-2.4	-3.4
CCCC(C(=O)NC(C)(C)C)N(CC1CCCO1)C(=O)c1snc(C(N)=O)c1N (stereo unspecified)	-2.7	-14.6	13.8	14.6	0.5	-1.1	-4.9	-1.0	-8.3	14.2	-3.2
c1ccc(C(c2ccccc2)N2CCN(Cc3nnnn3C3CCCCC3)CC2)cc1	4.7	2.2	9.5	15.0	2.3	3.9	-30.7	-3.6	-69.6	4.5	-3.3
COc1cc2cc(C(c3nnnn3C3CCCC3)N(C)C3CCCCC3)c(=O)[nH]c2cc1OC (stereo unspecified)	10.6	9.5	-8.5	16.9	1.6	-7.3	-3.0	-7.0	19.1	20.1	2.1

(continued)
SMILES	MITF TRPM1 inh	KKLEB cytotox	CF NFkB block	Peg3 promoter	NR2E3 ag-1	PDI inh	NR2E3 ag-2	CaV13 FRET inh	Shn3 inh set2	HIF-2a inh	Vif inh
CSc1ccc(CNC(C)(C)CO)cc1	8.8	3.0	-7.3	2.1	-1.7	-4.1	18.0	-1.1	-24.5	16.1	6.7
O=C(O)CCSc1nnc(COc2cccc3cccnc23)n1-c1ccccc1	-5.3	12.5	6.2	-11.3	0.4	2.8	-38.4	-5.2	-9.7	13.8	-0.4
O=C1c2ccccc2C(=O)N1CCSC(=S)N1CCOCC1	-63.2	5.7	7.1	-151.4	1.4	-5.4	-54.9	-10.0	-13.2	-184.1	5.4
CNC(=O)[C@@H]1C[C@H]1[C@@H](NC(=O)OCc1ccccc1)c1ccccc1	8.3	15.6	-61.9	-16.2	0.7	-4.3	-18.8	-9.8	5.2	-11.5	17.9
CCN1C2=C(C(=O)CCC2)C(c2ccc(O)cc2)C2=C1CCCC2=O	5.4	12.6	-17.7	16.7	1.3	-4.8	-36.2	-3.9	2.0	16.6	10.0
O=C1C2C3CCC(C3)C2C(=O)N1c1ccc2ccccc2c1 (stereo unspecified)	-6.4	-13.9	17.2	-14.4	0.1	0.1	-24.9	-20.0	2.3	-9.5	4.1
CCOC(=O)C(Sc1cc(C)nc(N)n1)C(C)=O (stereo unspecified)	-5.2	4.4	-9.5	-12.1	-1.1	-1.6	-10.6	-5.4	-9.0	0.5	2.6
O=C1Nc2cc(C(=O)NCCN3CCCCCC3)ccc2S/C1=C/c1ccccc1F	.	-9.1	4.3	99.2*	.	0.1	21.4	-9.9	0.2	-10.7	23.7
CC(=O)c1cccc(-c2ccnc3c2CC(C(=O)NCC2CC2)O3)c1 (stereo unspecified)	.	-4.5	-25.0	24.5	.	3.5	2.5	-7.5	-11.8	16.9	19.2
CCc1ccc(-c2nc(SCC(=O)NC3CC3)n[nH]2)cc1	-9.7	9.2	-1.9	-39.6	-2.1	-4.8	-19.4	-6.9	-19.6	-54.7	1.0
COC(=O)c1ccc(NC(=O)Nc2cccc(F)c2)cc1	-47.7	-8.5	20.8	-244.1	-1.0	-8.3	-71.4	-5.2	-8.5	-251.8	-7.5
S=C(NCCc1ccccc1)N/N=C/c1ccccc1Cl	-7.3	-4.8	-7.0	-34.3	0.0	3.5	-16.2	-5.2	-7.8	-53.7	3.4
CC(C)(C)S(=O)(=O)c1cnc2c(-c3ccsc3)cnn2c1N	-83.4	-12.9	13.7	-132.7	-1.2	0.4	-10.0	-6.7	-28.3	-119.5	-6.8
CCCCc1oc2c(c(=O)c1C)C(=O)CC(c1ccccc1)C2 (stereo unspecified)	1.2	1.7	-9.0	17.1	-0.3	-1.6	13.2	-10.8	5.9	17.4	-15.5
Cc1nc2ccc(NC(=O)CCS(=O)(=O)c3ccc(Cl)cc3)cc2s1	4.9	-1.8	-4.8	-1.1	-1.4	-2.9	34.9	-4.1	49.9	10.7	-7.9
C=CCC(C(=O)OC)(C(=O)OC)c1ccc([N+](=O)[O-])cc1[N+](=O)[O-]	6.7	-9.2	8.7	15.6	-0.1	-3.4	18.5	.	-23.7	9.7	8.4
CC1=C(C(=O)OCC2CCCCC2)C(c2ccc(F)cc2)NC(=O)N1 (stereo unspecified)	5.1	-0.3	8.6	19.3	-1.2	7.3	15.6	-6.3	11.1	11.3	-19.2
CCC1(C)Cc2c(sc3nnn(CC(=O)Nc4ccc(Cl)cc4)c(=O)c23)CO1 (stereo unspecified)	-0.1	2.9	-24.8	11.2	-3.6	10.7	-8.4	.	7.4	28.8	4.0
N#Cc1cccc(NC(=O)CSc2ccccc2)c1	-20.7	-10.2	9.7	-43.9	2.4	-7.0	-12.7	-10.2	17.3	-88.6	1.4
Cc1ccc(S(=O)(=O)N2C[C@]3(O)C[C@@H]4C(=O)N(c5ccccc5)C(=O)[C@@H]4C[C@]3(OC(=O)NC3CC3)C2)cc1	.	3.3	2.7	-9.9	.	-1.1	7.1	-4.8	7.8	0.1	-12.8
CCCCCNc1c(C(=O)OCC)c(=O)[nH]c2ccccc12	6.3	-4.2	7.3	-41.2	2.7	3.3	-8.0	-4.5	10.7	23.5	-8.7
CN(Cc1ccccc1F)C(=O)CN1CCN(S(=O)(=O)c2ccc3c(c2)OCCCO3)CC1	2.0	7.7	5.4	7.2	1.2	5.5	4.3	-5.4	10.8	4.3	27.4
CCN(CC)CCCNC(=O)C1CCN(C(=O)c2cc3sccc3n2Cc2ccc(F)cc2)CC1	-15.1	4.0	0.8	-11.1	2.1	3.1	-22.8	-8.8	17.3	-39.6	0.4
O=C(CSc1nnnn1-c1ccccc1)Nc1ncc(Cc2ccccc2Cl)s1	11.8	-30.7	19.3	24.6	3.6	-8.0	-19.8	-7.8	3.7	11.4	-0.1
Cc1ccc(NC(=O)Cn2cccc2)cc1C	14.0	5.7	-4.1	-17.6	-1.9	-0.6	-2.7	-8.0	2.7	-20.3	-6.6
Cc1ccc(NC(=O)c2ccc3c(SCC(=O)O)c4c(nc3c2)CCCC4)c(Br)c1	-4.6	14.6	-7.0	2.1	3.2	-3.9	-7.9	-7.4	-19.4	-12.4	0.6
Oc1ccc(Nc2ncnc3ccccc23)cc1	4.3	4.3	19.3	-29.6	.	6.4	6.5	-3.1	-7.4	-46.3	5.3
CCc1cc(=O)oc2c3c(cc(OCC(=O)NCCCOC)c12)OC(C)(C)CC3	11.7	-12.7	17.4	11.3	2.4	-3.5	-6.2	-3.5	-19.1	18.1	-1.8
